From PubChem
NOD2 RIPK2 PPI – NOD2-RIPK2 binding disruptors in cells, primary screen, fluorescence, CHO cells, BLA complementation | Receptor-interacting serine/threonine-protein kinase 2 (Homo sapiens), O43353 | AID 624267, 2012 | CCF4 ratio | inhibition, % at 4.98 µM | 0.38% of 360,000 active; in the data active means inhibition above about 21%;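 further: 0% = vehicle only and 100% = reference blocker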
Glyco luc inh – increase of ERlucT glycosylation luciferase signal, primary screen, N-linked glycosylation inhibitor project, D54 ERlucT cells, luminescence, set 2 | 0.23% of 360,000 active | D54 ERlucT glycosylation luciferase reporter, 24 h; percent of 100 nM tunicamycin response | reporter increase, % at 12.5 µM;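 active means mean luciferase reporter signal, scaled so untreated is 0 and the glycosylation-blocking control 100, at or above a set limit in every replicate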;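 further: luciferase carries N-glycosylation sites so blocking glycosylation raises the light; 0% = median of neutral control wells and 100% = median of 100 nM tunicamycin wells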
MC4R antag cAMP – MC4R antagonists of cAMP signaling, primary screen, cell-based, TR-FRET, antagonist arm of biased-ligand search. inhibition, % at 6.5 µM. Melanocortin receptor 4 (Homo sapiens), P32245. MC4R-expressing cells, MTII-stimulated cAMP, LANCE TR-FRET. 0.48% of 360,000 active;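 active means inhibition above its plate's cutoff, the mean of tested wells on that plate plus 3 SD, cut at about 29% in these data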;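 further: 0% = Melanotan II alone and 100% = Melanotan II plus saturating MCL0020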
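Test system: U2OS cells stably expressing human melanocortin 4 receptor (MC4R); also added: Melanotan II challenge; compound: 6.5 µM single dose; timing: 30-min compound preincubation, 1-h Melanotan II challenge, 1-h detection, room temperature; signal: Eu-cAMP/anti-cAMP TR-FRET, emission 671 nm; repeats: one well per compound, no replicates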
SRC2 inh – inhibition of GAL4-SRC2 driven luciferase reporter, primary screen, SRC2 inhibitor project, cell-based, luminescence. Nuclear receptor coactivator 2 (Homo sapiens), Q15596. HEK293 GAL4-SRC2 luciferase reporter. inhibition, % at 9 µM. 0.17% of 370,000 active;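 active means inhibition above the mean inhibition of all tested compounds plus 3 SD, set per campaign, cut at about 52% in these data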;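 further: 0% = DMSO treated cells and 100% = cells given Gossypol at 36 µM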
Target sequence (Q15596 whole entry, looked up, the tested form may be a part): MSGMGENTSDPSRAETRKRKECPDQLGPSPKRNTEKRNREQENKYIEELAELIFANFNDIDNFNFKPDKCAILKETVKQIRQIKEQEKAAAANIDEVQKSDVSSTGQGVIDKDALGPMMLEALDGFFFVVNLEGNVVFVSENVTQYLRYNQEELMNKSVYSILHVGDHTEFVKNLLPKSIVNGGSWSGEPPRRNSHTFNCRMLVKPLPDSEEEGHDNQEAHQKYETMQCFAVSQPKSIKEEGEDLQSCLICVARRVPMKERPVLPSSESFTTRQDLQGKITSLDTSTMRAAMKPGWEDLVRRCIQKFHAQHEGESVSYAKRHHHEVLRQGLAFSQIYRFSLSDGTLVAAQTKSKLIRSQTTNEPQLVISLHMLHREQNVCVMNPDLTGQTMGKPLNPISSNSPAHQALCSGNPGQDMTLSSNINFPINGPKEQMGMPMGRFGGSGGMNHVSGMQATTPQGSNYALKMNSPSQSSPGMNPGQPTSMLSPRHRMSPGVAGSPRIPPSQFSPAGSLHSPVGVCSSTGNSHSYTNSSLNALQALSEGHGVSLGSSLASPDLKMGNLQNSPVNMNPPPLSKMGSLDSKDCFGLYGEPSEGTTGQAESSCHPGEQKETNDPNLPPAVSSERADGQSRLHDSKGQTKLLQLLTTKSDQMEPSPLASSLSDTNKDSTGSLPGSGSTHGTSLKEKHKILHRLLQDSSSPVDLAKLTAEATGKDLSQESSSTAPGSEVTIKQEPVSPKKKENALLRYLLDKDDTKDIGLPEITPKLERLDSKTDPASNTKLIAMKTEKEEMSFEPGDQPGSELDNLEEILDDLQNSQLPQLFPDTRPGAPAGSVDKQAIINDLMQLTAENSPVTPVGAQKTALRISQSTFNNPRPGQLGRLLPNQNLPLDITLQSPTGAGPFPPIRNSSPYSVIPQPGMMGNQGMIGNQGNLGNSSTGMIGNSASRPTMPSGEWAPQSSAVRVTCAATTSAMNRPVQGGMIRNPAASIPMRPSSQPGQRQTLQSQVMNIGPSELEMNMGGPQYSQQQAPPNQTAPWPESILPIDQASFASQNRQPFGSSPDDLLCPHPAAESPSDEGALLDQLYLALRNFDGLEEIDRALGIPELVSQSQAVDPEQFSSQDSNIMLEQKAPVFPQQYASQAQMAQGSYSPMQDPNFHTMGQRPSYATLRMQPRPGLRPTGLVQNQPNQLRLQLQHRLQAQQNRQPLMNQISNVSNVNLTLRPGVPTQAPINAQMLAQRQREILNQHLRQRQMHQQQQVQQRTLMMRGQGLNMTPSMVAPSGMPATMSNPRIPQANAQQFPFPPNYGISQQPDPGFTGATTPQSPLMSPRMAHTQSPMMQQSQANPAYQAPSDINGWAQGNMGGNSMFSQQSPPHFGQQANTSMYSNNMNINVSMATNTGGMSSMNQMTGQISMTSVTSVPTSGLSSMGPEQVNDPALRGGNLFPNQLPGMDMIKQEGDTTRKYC
ABHD5-PLIN5 inh – ABHD5-PLIN5 interaction inhibitors, primary screen, cell lysate, split luciferase complementation, luminescence; inhibition, % at 4 µM; AID 602281, 2012; Perilipin-5 (Homo sapiens) + 1-acylglycerol-3-phosphate O-acyltransferase ABHD5 (Homo …; Split G. princeps luciferase complementation, 4 h; 0.78% of 360,000 active;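 active means inhibition above the mean inhibition across every tested compound plus 3 SD, cut at about 22% in these data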;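 further: 0% = DMSO only wells and the 100% control is not disclosed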
H9c2 protect – cardioprotection against H2O2-induced cell death, primary screen, uHTS, H9c2 cells, ATPLite luminescence; 0.63% of 360,000 active; AID 588492, 2011; H9c2 cardiomyocytes, H2O2 injury protection, 2 h; protection from H2O2 cell death, % at 20 µM;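 active means compounds giving at least 50% protection of heart cells from peroxide-induced death in the single-dose screen, raw or plate-pattern-corrected value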;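 further: 0% = DMSO wells with peroxide and 100% = DMSO wells without peroxide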
MC4R barr agon – MC4R agonists recruiting beta-arrestin, primary screen, cell-based, luminescence, agonist arm of biased-ligand search; 0.98% of 360,000 active; activation, % at 8.9 µM; AID 540308, 2011; U2OS MC4R beta-arrestin complementation; percent of melanotan II response, DMSO zero;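 active means activation above a per-plate cutoff, the mean activation of sample wells on that plate plus 3 SD, cut at about 8% in these data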
ABCB6 inh 2 – ABCB6 transporter inhibitors, primary screen, K562-ABCB6 cells, flow cytometry, MLPCN library; ATP-binding cassette sub-family B member 6 (Homo sapiens), Q9NP58; K562-ABCB6 porphyrin accumulation, 1 h; stronger effect = lower value; fluorescence ratio to DMSO, % at 10 µM; 0.19% of 360,000 active; AID 602162, 2011;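 active means fluorescence ratio to DMSO below 75%, the collection mean minus 3 SD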;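 further: signal is porphyrin accumulated inside mitochondria; 100% equals median channel fluorescence of DMSO control wells; lower ratio means ABCB6 inhibition with less porphyrin fluorescence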
m5-HT2A agonist – mouse Htr2a agonists via beta-arrestin recruitment, primary screen, cell-based, luminescence | CHO-K1 mHTR2A beta-arrestin complementation; percent of 30 µM serotonin response | activation, % at 7.6 µM | 0.66% of 360,000 active;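 active means activation above a run cutoff, the mean activation of all tested compounds plus 3 SD, cut at about 14% in these data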;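 further: 0% = plate median of compound wells and 100% = 30 µM serotonin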
TLR9-MyD88 inh – inhibitors of TLR9-MyD88 association in cells, primary screen, cell-based, CHO, BLA complementation, fluorescence; Toll-like receptor 9 (Homo sapiens) + Myeloid differentiation primary response protein …; 0.21% of 340,000 active; inhibition, % at 4.98 µM; CCF4 FRET ratio;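 active means inhibition above the mean over all tested compounds plus 3 SD, cut at about 21% in these data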;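 further: 0% = DMSO only wells and 100% = clavulanate BLA inhibitor control wells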
The depositor's hits bear a star; i = inactive; . = no result given. These rows are one share of the data (hit frequency here may not be typical).

SMILES	NOD2 RIPK2 PPI	Glyco luc inh	MC4R antag cAMP	SRC2 inh	ABHD5-PLIN5 inh	H9c2 protect	MC4R barr agon	ABCB6 inh 2	m5-HT2A agonist	TLR9-MyD88 inh
Cc1oc(-c2cc3c(cc2Cl)OCO3)nc1CN1CCCC1c1ccc(F)cc1 (configuration not stated)	1	-3	2	15	-4	-4	0.6	91	-8	-6
FC(F)(F)c1cc(Nc2ccccc2)nc(-c2ccccn2)n1	0	1	6	-3	1	3	-1.7	98	-4	-1
Clc1ccc(-n2nnc(-c3cccnc3Cl)n2)cc1Cl	-9	-8	-2	-82	-4	-15	-1.4	97	0	-3
CCC(OC(=O)C(C)N1C(=O)C(=O)c2ccccc21)C(=O)Nc1ccccc1OC (configuration not stated)	10	3	-16	11	-1	-2	-0.5	96	4	-2
CCOc1ccccc1CN1CCN(CC2CC2)CC1CCO (configuration not stated)	-4	1	26	10	2	1	0.1	99	4	-1
COc1cccc(Nc2ncnc3sccc23)c1	-8	-5	-1	-19	-4	-10	2.2	103	-4	-9
COC(=O)[C@]1(Cc2ccccc2)N[C@H](CN(C)S(=O)(=O)c2ccc(OC(F)(F)F)cc2)[C@@H]2C(=O)N(C)C(=O)[C@@H]21	-7	1	-2	-22	-2	4	-0.4	99	0	-14
CN(CC(=O)N1CCN(c2ccccn2)CC1)S(=O)(=O)c1cccc2nsnc12	4	3	9	-8	5	2	-3.0	103	-2	-8
CCC(C)N1C(=O)/C(=C/c2c(NCCCOC(C)C)nc3c(C)cccn3c2=O)SC1=S (configuration not stated)	-2	-6	5	-16	-6	-7	-1.6	i	-3	-4
CC(=O)N1c2ccc(S(=O)(=O)NCC3CCC(C(=O)NC4CCCCC4)CC3)cc2CC1C (configuration not stated)	-2	-2	13	11	-9	-4	-3.3	97	-6	-1
CCCn1c(=O)c2ccccc2n2c(SCC(=O)NCc3cccs3)nnc12	-5	0	3	-7	4	32	-2.8	95	8	-3
O=C(O)C1CCC(NSc2ccccc2[N+](=O)[O-])CC1 (configuration not stated)	-6	2	-1	9	0	2	-1.3	94	0	8
Cc1oc2c(C)c3oc(=O)c(CCC(=O)NCCCn4ccnc4)c(C)c3cc2c1C	0	-2	4	-7	8	-5	0.4	101	-3	-5
Cc1ccc(C(=O)c2c3ccc(C(F)(F)F)cc3nn2CCC(N)=O)cc1	0	5	2	-32	0	0	1.5	98	-5	-3
O=C(C[n+]1cccc2ccccc21)c1ccc(Br)cc1	8	-2	0	-5	0	-2	-1.2	213	-1	1
Cc1ccc(OCCOC(=O)c2c(-c3ccccc3)noc2C)cc1	-12	16	17	-14	-6	-6	3.7	95	3	-2
CCOc1ccccc1CN1CCN(Cc2cc(=O)c3ccccc3[nH]2)CC1CCO (configuration not stated)	9	6	8	-8	4	0	-0.7	99	0	-11
CCCCC(=O)Nc1ccc(C(=O)N2CCN(C)CC2)cc1	-6	-1	3	-18	3	-12	-1.1	90	-1	4
CCOc1ccc(NC(=O)CSc2nc3ccsc3c(=O)n2CCC(=O)O)cc1	0	0	1	10	-12	3	-1.6	96	-4	5
COc1ccc(C(=O)Nc2cccc(-c3nc4ncccc4o3)c2C)cc1	0	0	9	-13	2	2	-0.8	101	-3	4
Cc1no[n+]([O-])c1COc1ccccc1/C=N/n1nnnc1N	-7	-1	-7	-10	8	2	-0.9	101	6	8
COC(=O)C(=Cc1ccncc1)c1cccc2ccccc12	-8	-3	-2	12	-8	-1	0.1	103	-2	-5
CC(=O)Nc1ccc(S(=O)(=O)N(C)CC(=O)OC(C)C(=O)NC2(C#N)CCCCC2)cc1 (configuration not stated)	-23	0	1	4	6	5	1.7	96	10	6
CC(=O)Nc1ccc(Nc2c([N+](=O)[O-])c(=O)n(-c3ccccc3)c3ccccc23)cc1	-9	2	7	14	0	1	-1.2	94	-3	12

Full records, looked up by structure.
CC(=O)Nc1ccc(S(=O)(=O)N(C)CC(=O)OC(C)C(=O)NC2(C#N)CCCCC2)cc1 (configuration not stated) is entered as NOD2 RIPK2 PPI: -23; Glyco luc inh: 0; MC4R antag cAMP: 1; SRC2 inh: 4; ABHD5-PLIN5 inh: 6; H9c2 protect: 5; MC4R barr agon: 1.7; ABCB6 inh 2: 96; m5-HT2A agonist: 10; TLR9-MyD88 inh: 6
CCCCC(=O)Nc1ccc(C(=O)N2CCN(C)CC2)cc1 is entered as NOD2 RIPK2 PPI: -6; Glyco luc inh: -1; MC4R antag cAMP: 3; SRC2 inh: -18; ABHD5-PLIN5 inh: 3; H9c2 protect: -12; MC4R barr agon: -1.1; ABCB6 inh 2: 90; m5-HT2A agonist: -1; TLR9-MyD88 inh: 4

Later entries:
SMILES	NOD2 RIPK2 PPI	Glyco luc inh	MC4R antag cAMP	SRC2 inh	ABHD5-PLIN5 inh	H9c2 protect	MC4R barr agon	ABCB6 inh 2	m5-HT2A agonist	TLR9-MyD88 inh
Cc1ccnc(NC(c2ccccc2)c2ccc3cccnc3c2O)c1 (configuration not stated)	0	7	4	11	17	41	-1.0	100	-13	18
CCN1CCN(C(=O)C2CCN(S(=O)(=O)c3cc(Cl)ccc3Cl)CC2)CC1	3	4	4	-20	-5	-2	-0.9	96	-4	-6
O=C(Nc1ccc(Oc2cccnc2)cc1)c1ccccc1F	-1	-1	-8	-49	-1	0	0.6	89	3	0
O=C(Cc1ccc(Cl)cc1)Nc1ccc(Cl)cn1	-7	-1	1	1	-9	1	1.3	99	5	-6
O=[N+]([O-])c1ccc(N2CCN(C(=S)Nc3cccc(F)c3)CC2)cc1	0	0	-6	-18	3	-5	-2.5	100	14	-11
COc1ccc(/C=C(/NC(C)=O)C(=O)O)cc1	5	2	-2	-34	-3	-3	-0.8	110	-3	-4
Cc1ccc(S(=O)(=O)N2CC3(C)CN(S(=O)(=O)c4ccc(C)cc4)CC(C)(C2)C3)cc1	-9	1	11	-8	-2	-2	1.2	103	4	-10
COC(=O)c1c(C(=O)OC)c2cc(C)ccn2c1Cl	-2	1	2	5	-1	3	1.9	115	0	-11
Cc1ccccc1OCC(=O)NNC(=O)C1CCCCC1C(=O)O (configuration not stated)	-1	3	26	-2	6	-6	-0.7	99	-1	-2
CCOC(=O)[C@@H]1[C@H]2COc3ccccc3[C@H]2N2C(=O)N(c3ccc(F)cc3)C(=O)[C@]12C	-7	0	1	6	5	-1	-1.3	98	1	12
CCc1nc(NC(=O)NS(=O)(=O)c2ccccc2C(=O)OC)nc(OC)n1	1	0	4	2	-1	10	-2.1	101	3	4
CC1(C(=O)NS(=O)(=O)c2ccc(C#N)cc2)CCN1C(=O)CCC1CCCC1 (configuration not stated)	-1	1	11	-81	5	5	-0.8	100	3	.
O/N=C1\CCCc2ccc3ccccc3c21	5	3	3	-30	8	-6	-0.3	101	-4	10
Cc1ccc(C=O)c([B-](F)(F)F)c1	-2	3	6	11	7	-1	0.1	98	-2	-5
CCC(C)Nc1cc(C)nc2ncnn12 (configuration not stated)	1	3	9	-4	2	-2	-1.2	96	1	2
Cc1ccc(N(CC(=O)NC(C)(C)C)C(=O)CNC(=O)c2cccs2)cc1C	1	1	1	14	4	10	-1.3	100	0	-2
Cc1ccc(C(C)(C)C)c(SCC(=O)Nc2nnc(C)s2)c1	-6	-11	-4	-44	3	-2	0.3	86	-1	-16
Cc1cc(C)n(C(N)=NC(=O)c2ccccc2)n1	1	1	-7	-59	0	-5	-1.2	101	-2	-1
Cc1ccc(S(=O)(=O)N2CCOCC2)cc1C(=O)Nc1ccc(N2CCCCCC2)cc1	-9	-7	14	-10	4	-14	-2.2	92	-6	2
CC(C)(C)NC(=O)NC(=O)COC(=O)c1ccc2c(c1)S(=O)(=O)N=C1CCCCCN12	1	3	12	-12	-3	2	-2.8	100	0	2
Cc1ccn2cc(-c3cccc(NC(=O)C(C)C)c3)nc2c1	-1	0	2	-22	5	-8	-3.5	93	2	-11
COc1cc(C(C(=O)NC2CCCC2)N(C(=O)c2snc(C(N)=O)c2N)C2CCCC2)cc(OC)c1OC (configuration not stated)	2	3	-1	-28	-1	5	-3.1	91	5	-5
COc1ccccc1CN1C(=O)[C@@H]2C(CCC(N)=O)NC3(C(=O)Nc4c3ccc(Cl)c4C)[C@@H]2C1=O (some centres not stated)	0	2	9	5	11	4	0.0	99	9	-6
COc1cc(/C=N/N(C)c2ccccc2)cc(Cl)c1O	-10	1	-4	-39	-2	-11	2.2	94	-5	0
COC(=O)c1c(C)[nH]c(C(=O)/C=C/c2ccccc2)c1C	5	-8	17	-82	7	-17	8.1	100	-5	1
CCn1c(CNc2nc(-c3ccccc3)cs2)nnc1SCC(=O)NCc1ccco1	-1	0	11	7	-6	2	0.0	101	-2	1
CC1(C)CC(=O)C=C(NCCN2CCN(C(=O)Nc3ccc(Cl)c(Cl)c3)CC2)C1	-2	-1	16	11	3	-5	-0.1	91	-9	-1

Reformatted as labelled records: part of the list above
> Cc1ccc(N(CC(=O)NC(C)(C)C)C(=O)CNC(=O)c2cccs2)cc1C
  NOD2 RIPK2 PPI: 1; Glyco luc inh: 1; MC4R antag cAMP: 1; SRC2 inh: 14; ABHD5-PLIN5 inh: 4; H9c2 protect: 10; MC4R barr agon: -1.3; ABCB6 inh 2: 100; m5-HT2A agonist: 0; TLR9-MyD88 inh: -2

> Cc1ccc(C(C)(C)C)c(SCC(=O)Nc2nnc(C)s2)c1
  NOD2 RIPK2 PPI: -6; Glyco luc inh: -11; MC4R antag cAMP: -4; SRC2 inh: -44; ABHD5-PLIN5 inh: 3; H9c2 protect: -2; MC4R barr agon: 0.3; ABCB6 inh 2: 86; m5-HT2A agonist: -1; TLR9-MyD88 inh: -16

> Cc1cc(C)n(C(N)=NC(=O)c2ccccc2)n1
  NOD2 RIPK2 PPI: 1; Glyco luc inh: 1; MC4R antag cAMP: -7; SRC2 inh: -59; ABHD5-PLIN5 inh: 0; H9c2 protect: -5; MC4R barr agon: -1.2; ABCB6 inh 2: 101; m5-HT2A agonist: -2; TLR9-MyD88 inh: -1

> Cc1ccc(S(=O)(=O)N2CCOCC2)cc1C(=O)Nc1ccc(N2CCCCCC2)cc1
  NOD2 RIPK2 PPI: -9; Glyco luc inh: -7; MC4R antag cAMP: 14; SRC2 inh: -10; ABHD5-PLIN5 inh: 4; H9c2 protect: -14; MC4R barr agon: -2.2; ABCB6 inh 2: 92; m5-HT2A agonist: -6; TLR9-MyD88 inh: 2
